Screening data (PubChem BioAssay)
DUSP3 inh: DUSP3 (human) phosphatase inhibition; P51452; recombinant VHR phosphatase, pNPP absorbance; inhibition, % at 13.3 µM; 0.52% of 290,000 active; in the data active = inhibition above about 50%; also: some compounds called inactive have numbers as strong as hits
Target sequence (P51452 whole entry, looked up): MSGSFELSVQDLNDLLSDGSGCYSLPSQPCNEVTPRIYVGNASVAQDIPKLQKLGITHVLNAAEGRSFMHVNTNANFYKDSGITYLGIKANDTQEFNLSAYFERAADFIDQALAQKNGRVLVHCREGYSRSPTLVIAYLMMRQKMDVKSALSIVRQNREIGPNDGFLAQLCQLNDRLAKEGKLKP
Y pestis TopoI: inhibitors of Yersinia pestis topoisomerase I; 0.064% of 360,000 active; Y. pestis Topo-I cleavage product accumulation, plate reader; activity, % at 10 µM; in the data active = activity above about 50%, passing the limit was not always enough; also: inactives centre near 2
PfHsp40 yeast: rescue of PfHsp40-mediated yeast toxicity. S. cerevisiae expressing PfHsp40, growth rescue, ATP luminescence. growth rescue, % at 12.5 µM. 0.68% of 340,000 active. AID 504582; in the data active = growth rescue above about 28%, passing the limit was not always enough;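 also: yeast W303a lacking pdr1 and pdr3 grown in galactose medium; growth measured after three days at 30 °C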
Anthrax LF inh2: blocks Bacillus anthracis lethal factor protease; P15917; multiplex microsphere protease cleavage assay, LF; inhibition, % at 10 µM; 0.12% of 360,000 active; also: plate controls were buffer without enzyme for full effect and enzyme alone for no effect
Target sequence (P15917 whole entry, looked up): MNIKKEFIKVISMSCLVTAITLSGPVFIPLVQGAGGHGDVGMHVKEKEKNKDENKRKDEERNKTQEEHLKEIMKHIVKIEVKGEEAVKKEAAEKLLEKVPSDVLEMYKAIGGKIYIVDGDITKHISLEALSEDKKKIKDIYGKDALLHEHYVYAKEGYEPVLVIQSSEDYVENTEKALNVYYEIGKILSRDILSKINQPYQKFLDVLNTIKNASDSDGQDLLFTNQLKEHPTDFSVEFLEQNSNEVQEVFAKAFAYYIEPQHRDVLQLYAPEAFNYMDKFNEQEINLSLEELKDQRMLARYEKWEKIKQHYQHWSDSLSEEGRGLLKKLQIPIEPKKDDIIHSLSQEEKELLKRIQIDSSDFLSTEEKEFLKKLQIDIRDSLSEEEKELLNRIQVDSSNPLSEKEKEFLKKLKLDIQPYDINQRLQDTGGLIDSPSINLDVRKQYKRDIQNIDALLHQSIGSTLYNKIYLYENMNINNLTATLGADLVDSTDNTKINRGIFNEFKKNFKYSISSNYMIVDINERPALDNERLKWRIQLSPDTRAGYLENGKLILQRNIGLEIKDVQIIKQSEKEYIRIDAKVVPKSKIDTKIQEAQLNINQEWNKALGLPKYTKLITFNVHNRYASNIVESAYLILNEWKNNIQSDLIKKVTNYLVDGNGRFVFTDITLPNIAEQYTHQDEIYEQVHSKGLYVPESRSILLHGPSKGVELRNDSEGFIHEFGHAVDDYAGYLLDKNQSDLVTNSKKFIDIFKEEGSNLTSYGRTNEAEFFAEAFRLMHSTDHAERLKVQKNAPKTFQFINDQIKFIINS
Vc quorum ag: inducers of Vibrio cholerae quorum light production without autoinducers; V. cholerae BH1578 lux reporter, luminescence, 6 h; activation, % at 18.7 µM; 0.16% of 350,000 active; AID 588436; in the data active = activation mostly above about 9.7%, no sharp cut-off; also: not every result past the cut was called active; inactives centre near 0; reference of the scale not given here
BoNT-A LC inh2: blocks Botulinum neurotoxin A light chain protease; multiplex microsphere protease substrate cleavage, flow cytometry; inhibition, % at 10 µM; 0.17% of 360,000 active; AID 588499; also: plate controls were buffer without enzyme for full effect and enzyme alone for no effect
PriA SSB inh: blocks PriA binding to SSB C-terminal tail; AlphaScreen SSBct-PriA binding, biotinylated peptide; inhibition, % at 33 µM; 0.6% of 430,000 active; AID 1272365; in the data active = inhibition mostly above about 37%, no sharp cut-off; inactive = mostly below about 20%;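 also: plate controls were negative control peptide for no effect and reference peptide for full effect; strong numbers were not always called active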
CCHFV vOTU inh: blocks the CCHF virus ovarian tumor domain protease | 0.55% of 370,000 active | AID 651958 | inhibition, % at 11.5 µM | CCHFV vOTU protease, Pep-AMC fluorescence; in the data active = inhibition above about 30%; also: 0% = vehicle wells with enzyme and 100% = no enzyme wells
TcdB GH inh: inhibitors of Clostridioides difficile toxin B glycohydrolase | 0.24% of 350,000 active | P18177 | AID 652162 | TcdB glycohydrolase enzymatic assay, plate reader | inhibition, % at 9.99 µM; in the data active = inhibition above about 10%
SARS 3CLpro inh: SARS-CoV 3CLpro protease inhibition. P0C6X7. recombinant SARS-CoV 3CLpro, quenched FRET peptide cleavage. inhibition, % at 6 µM. 0.14% of 290,000 active. AID 1706; in the data active = inhibition above about 12%
The depositor's hits bear a star; & = joins results of further samples. Rule as the data show it, unless noted: active = inhibition above about 30%; inconclusive = no clear call, values can overlap the other calls; inactive = below that. This is a subset, so the mix of outcomes need not match the whole.

Results for O=C(COC(=O)Cn1cnc2ccccc21)NCCCc1ccccc1 ?
DUSP3 inh: 7.6; Y pestis TopoI: 6.8; PfHsp40 yeast: -1.6; Anthrax LF inh2: -2.0; Vc quorum ag: -0.7; BoNT-A LC inh2: 0.1; PriA SSB inh: -15.7; CCHFV vOTU inh: -3.9; TcdB GH inh: 0.1; SARS 3CLpro inh: -5.8

What do the screens show for `CCCCN(CC)CCNC(=O)c1ccc2c(Cl)c3c(nc2c1)CCC3`?
DUSP3 inh: 56.9*; Y pestis TopoI: 24.6; PfHsp40 yeast: -0.1; Anthrax LF inh2: 0.7; Vc quorum ag: inactive; BoNT-A LC inh2: -0.2; PriA SSB inh: -15.6; CCHFV vOTU inh: -9.7; TcdB GH inh: -5.9; SARS 3CLpro inh: -6.6

Results for CCOC(=O)c1cc(NC(=O)c2ccc(Cl)cc2)c(=O)n2c1oc1ccc(Cl)cc12 ?
DUSP3 inh: -11.5; Y pestis TopoI: 0.7; PfHsp40 yeast: -0.1; Anthrax LF inh2: -0.9; Vc quorum ag: -1.8; BoNT-A LC inh2: 0.7; PriA SSB inh: -9.8; CCHFV vOTU inh: 6.5; TcdB GH inh: 1.0; SARS 3CLpro inh: -1.5

What do the screens show for `Cc1cc(Nc2ccc(Br)cc2F)n2ncnc2n1`?
DUSP3 inh: 7.6; Y pestis TopoI: 9.4; PfHsp40 yeast: -1.7; Anthrax LF inh2: -8.1; Vc quorum ag: -0.3; BoNT-A LC inh2: -0.3; PriA SSB inh: -7.0; CCHFV vOTU inh: -1.7; TcdB GH inh: 0.5; SARS 3CLpro inh: 1.7

Results for COc1cc(C)nc(N2CCCC(C(=O)Nc3cccc(Cl)c3C)C2)n1 (stereo not given) ?
DUSP3 inh: -15.7; Y pestis TopoI: -1.1; PfHsp40 yeast: 0.8; Anthrax LF inh2: -4.7; Vc quorum ag: 1.0; BoNT-A LC inh2: 1.9; PriA SSB inh: -18.5; CCHFV vOTU inh: 0.4; SARS 3CLpro inh: 0.3

What do the screens show for `COc1ccc2oc(-c3ccccc3)c(C(=O)N3CCOCC3)c2c1`?
DUSP3 inh: 8.1; Y pestis TopoI: 2.5; PfHsp40 yeast: -0.1; Anthrax LF inh2: -3.3; Vc quorum ag: inactive; BoNT-A LC inh2: -1.6; PriA SSB inh: -16.4; CCHFV vOTU inh: -6.3; SARS 3CLpro inh: 0.8

Results for O=C(NCCO)C1(c2ccc(Cl)cc2)CCCC1 ?
DUSP3 inh: 11.3; Y pestis TopoI: -0.9; PfHsp40 yeast: -0.3; Anthrax LF inh2: -2.4; Vc quorum ag: inactive; BoNT-A LC inh2: -2.0; PriA SSB inh: -5.9; CCHFV vOTU inh: -0.5; SARS 3CLpro inh: 5.4

Results for CCCCn1c(N)c(N(CCC(C)C)C(=O)C2CCN(C(=O)c3ccccc3C)CC2)c(=O)[nH]c1=O ?
Y pestis TopoI: 3.2; PfHsp40 yeast: -0.4; Anthrax LF inh2: 9.0; Vc quorum ag: inactive; BoNT-A LC inh2: 14.7; PriA SSB inh: -9.3; CCHFV vOTU inh: -3.2; TcdB GH inh: 0.8

What do the screens show for `CN(C)CCCN(C(=O)c1ccc2c(c1)CCCC2)c1nc2ccc(F)cc2s1`?
DUSP3 inh: -14.1; Y pestis TopoI: 19.7; PfHsp40 yeast: 0.6; Anthrax LF inh2: -2.1; Vc quorum ag: -0.2; BoNT-A LC inh2: -1.7; PriA SSB inh: 16.5; CCHFV vOTU inh: 4.8; SARS 3CLpro inh: 8.2

Results for O=c1c2ccccc2nc(-c2ccco2)n1/N=C/c1ccco1 ?
DUSP3 inh: -6.2; Y pestis TopoI: -6.3; PfHsp40 yeast: 0.2; Anthrax LF inh2: -3.4; Vc quorum ag: -0.8; BoNT-A LC inh2: 2.6; CCHFV vOTU inh: 1.9; SARS 3CLpro inh: -1.3

Entries above that have fluorine, in the order listed:
What do the screens show for `Cc1cc(Nc2ccc(Br)cc2F)n2ncnc2n1`?
DUSP3 inh: 7.6; Y pestis TopoI: 9.4; PfHsp40 yeast: -1.7; Anthrax LF inh2: -8.1; Vc quorum ag: -0.3; BoNT-A LC inh2: -0.3; PriA SSB inh: -7.0; CCHFV vOTU inh: -1.7; TcdB GH inh: 0.5; SARS 3CLpro inh: 1.7

What do the screens show for `CN(C)CCCN(C(=O)c1ccc2c(c1)CCCC2)c1nc2ccc(F)cc2s1`?
DUSP3 inh: -14.1; Y pestis TopoI: 19.7; PfHsp40 yeast: 0.6; Anthrax LF inh2: -2.1; Vc quorum ag: -0.2; BoNT-A LC inh2: -1.7; PriA SSB inh: 16.5; CCHFV vOTU inh: 4.8; SARS 3CLpro inh: 8.2

The list continues:
How did CCOc1ccc(NC(=O)COC(=O)c2ccc3c(c2)C(=O)N(CCc2ccccc2)C3=O)cc1 do in these assays?
DUSP3 inh: -1.2; Y pestis TopoI: 0.3; PfHsp40 yeast: -0.2; Anthrax LF inh2: -3.0; Vc quorum ag: 0.1; BoNT-A LC inh2: -0.3; PriA SSB inh: 9.4; CCHFV vOTU inh: 0.0; TcdB GH inh: -0.8; SARS 3CLpro inh: -2.2

Results for COc1cc2c(cc1/C=C1/NC(=O)N(c3ccccc3)C1=O)OCO2 ?
DUSP3 inh: -4.1; Y pestis TopoI: 7.2; PfHsp40 yeast: 2.6; Anthrax LF inh2: -1.7; Vc quorum ag: -0.6; BoNT-A LC inh2: -0.3; PriA SSB inh: -4.5; CCHFV vOTU inh: -6.9; SARS 3CLpro inh: -0.2

How did O=P(O)(CCc1ccncc1)CN1CCCCC1 do in these assays?
DUSP3 inh: 31.6; Y pestis TopoI: 3.0; PfHsp40 yeast: -1.3; Anthrax LF inh2: 2.9; Vc quorum ag: -11.1; BoNT-A LC inh2: 1.3; PriA SSB inh: -14.1; CCHFV vOTU inh: 3.6; SARS 3CLpro inh: -5.4

What do the screens show for `COc1ccc(N2CC(C(=O)Nc3ccccc3N3CCCC3)CC2=O)c(OC)c1` (stereo not given)?
Y pestis TopoI: 5.0; PfHsp40 yeast: 0.5; Anthrax LF inh2: 4.8; Vc quorum ag: -1.4; BoNT-A LC inh2: 5.0; PriA SSB inh: -9.5; CCHFV vOTU inh: 1.9; TcdB GH inh: 0.4

Results for COc1ccc(-c2csc(NC(=O)C3CSC4(C)CCC(=O)N34)n2)cc1 (stereo not given) ?
Y pestis TopoI: 4.8; PfHsp40 yeast: 0.2; Anthrax LF inh2: 2.1; Vc quorum ag: -0.8; BoNT-A LC inh2: -0.1; PriA SSB inh: -21.9; CCHFV vOTU inh: 2.8; TcdB GH inh: -0.5

Results for NC(=O)c1c(NC(=O)CCCC(=O)O)sc2c1CCCCCC2 ?
DUSP3 inh: 44.9; Y pestis TopoI: 4.6; PfHsp40 yeast: 1.8; Anthrax LF inh2: -1.7; Vc quorum ag: inactive; BoNT-A LC inh2: -0.3; PriA SSB inh: -3.8; CCHFV vOTU inh: 14.7; SARS 3CLpro inh: 0.9

What do the screens show for `Cc1ccc(C(=O)O/N=C(\c2ccccc2)c2cccnc2)cc1`?
DUSP3 inh: -7.8; Y pestis TopoI: 22.4; PfHsp40 yeast: -0.1; Anthrax LF inh2: -2.3; Vc quorum ag: -1.3; BoNT-A LC inh2: -0.2; CCHFV vOTU inh: 5.1; TcdB GH inh: 1.5; SARS 3CLpro inh: 0.8

What do the screens show for `CCc1nc2ccc(C(=O)NCCCN(C)C)cn2c1N(C)CCCc1ccccc1`?
Y pestis TopoI: -15.9; Anthrax LF inh2: -1.0; Vc quorum ag: inactive; BoNT-A LC inh2: -0.5; CCHFV vOTU inh: -3.6; TcdB GH inh: -0.8

How did O=C(COC(=O)CNS(=O)(=O)c1ccc(Br)cc1Cl)Nc1ccc(N2CCOCC2)cc1 do in these assays?
Y pestis TopoI: 19.7; PfHsp40 yeast: 2.5; Anthrax LF inh2: 3.0; Vc quorum ag: inactive; BoNT-A LC inh2: -7.1; PriA SSB inh: -6.7; CCHFV vOTU inh: -2.3; TcdB GH inh: -0.1

What do the screens show for `Cc1cc(C)n2c(NC3CCCC3)c(-c3cccnc3)nc2n1`?
Anthrax LF inh2: 2.7; BoNT-A LC inh2: 0.2; CCHFV vOTU inh: 6.8; TcdB GH inh: -11.3

Results for O=C(Nc1ccc(F)cc1F)c1csc(-c2cccs2)n1 ?
DUSP3 inh: 28.2; Y pestis TopoI: 20.2; PfHsp40 yeast: 2.2; Anthrax LF inh2: -2.4; Vc quorum ag: 2.7; BoNT-A LC inh2: -0.6; PriA SSB inh: -16.5; CCHFV vOTU inh: -4.2; TcdB GH inh: -0.1; SARS 3CLpro inh: 0.9

What do the screens show for `O=C(Nc1ccc(Cl)c(C(F)(F)F)c1)C1CCCN(S(=O)(=O)c2cnc[nH]2)C1` (stereo not given)?
DUSP3 inh: 20.8; Y pestis TopoI: -4.5; PfHsp40 yeast: -0.2; Anthrax LF inh2: -2.6; Vc quorum ag: inactive; BoNT-A LC inh2: -1.4; PriA SSB inh: -15.8; CCHFV vOTU inh: -2.8; SARS 3CLpro inh: 6.1

Results for O=C(Nc1c(C(=O)O)[nH]c2ccc(F)cc12)c1cccc(C(F)(F)F)c1 ?
DUSP3 inh: -2.5; Y pestis TopoI: 4.4; PfHsp40 yeast: -1.1; Anthrax LF inh2: -4.7; Vc quorum ag: -0.2; BoNT-A LC inh2: -1.0; PriA SSB inh: -1.7; CCHFV vOTU inh: 17.8; TcdB GH inh: 3.5; SARS 3CLpro inh: 7.7

Results for Cc1ccc(C(=O)Nc2ccccc2-c2ccccc2)o1 ?
DUSP3 inh: 21.3; Y pestis TopoI: 6.2; PfHsp40 yeast: 0.1; Anthrax LF inh2: -1.7; Vc quorum ag: 6.1; BoNT-A LC inh2: 0.2; PriA SSB inh: -3.2; CCHFV vOTU inh: 8.7; SARS 3CLpro inh: 4.2

Results for CC(CCc1ccccc1)NS(=O)(=O)c1ccccc1Cl (stereo not given) ?
DUSP3 inh: 1.4; Y pestis TopoI: 11.4; PfHsp40 yeast: 0.2; Anthrax LF inh2: -7.1; Vc quorum ag: 1.8; BoNT-A LC inh2: -0.5; PriA SSB inh: -11.1; CCHFV vOTU inh: -2.4; TcdB GH inh: 0.6; SARS 3CLpro inh: -1.5

Results for CCOC(=O)N(C)C[C@H]1OCc2cnnn2CCCC(=O)N([C@@H](C)CO)C[C@H]1C ?
Y pestis TopoI: 1.6; Anthrax LF inh2: -1.7; Vc quorum ag: inactive; BoNT-A LC inh2: -0.8; CCHFV vOTU inh: -7.6; TcdB GH inh: 0.9&-0.1

What do the screens show for `Cc1cc2ccccn2c1C(=O)c1ccc(Cl)cc1`?
DUSP3 inh: 7.3; Y pestis TopoI: 30.9; PfHsp40 yeast: 1.5; Anthrax LF inh2: -2.3; Vc quorum ag: inactive; BoNT-A LC inh2: 2.7; PriA SSB inh: -10.9; CCHFV vOTU inh: 2.9; SARS 3CLpro inh: 2.2

What do the screens show for `CCN(CC)S(=O)(=O)c1ccc(N/N=C/c2cc(OC)ccc2O)nc1`?
DUSP3 inh: 1.3; Y pestis TopoI: 1.7; PfHsp40 yeast: 0.6; Anthrax LF inh2: -3.2; Vc quorum ag: -0.2; BoNT-A LC inh2: -0.1; CCHFV vOTU inh: 13.6; TcdB GH inh: -1.8; SARS 3CLpro inh: 1.6
